Source: PubChem (Johns Hopkins Ion Channel Center)
CHT inh: inhibitors of human choline transporter CHT. Q9GZV3. CHT-expressing cells, membrane potential dye, choline response; active compounds read low. B-score at 10 µM. actives 0.86% (n = 310,000). AID 488975;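 active = B-score over 3 SD under the library average, and starting fluorescence ratio not unusually high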;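 also: choline stimulus applied at its EC90 after an EC20 pre-addition; B-score computed on integrated fluorescence ratio after choline addition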
Target sequence (Q9GZV3 whole entry, looked up): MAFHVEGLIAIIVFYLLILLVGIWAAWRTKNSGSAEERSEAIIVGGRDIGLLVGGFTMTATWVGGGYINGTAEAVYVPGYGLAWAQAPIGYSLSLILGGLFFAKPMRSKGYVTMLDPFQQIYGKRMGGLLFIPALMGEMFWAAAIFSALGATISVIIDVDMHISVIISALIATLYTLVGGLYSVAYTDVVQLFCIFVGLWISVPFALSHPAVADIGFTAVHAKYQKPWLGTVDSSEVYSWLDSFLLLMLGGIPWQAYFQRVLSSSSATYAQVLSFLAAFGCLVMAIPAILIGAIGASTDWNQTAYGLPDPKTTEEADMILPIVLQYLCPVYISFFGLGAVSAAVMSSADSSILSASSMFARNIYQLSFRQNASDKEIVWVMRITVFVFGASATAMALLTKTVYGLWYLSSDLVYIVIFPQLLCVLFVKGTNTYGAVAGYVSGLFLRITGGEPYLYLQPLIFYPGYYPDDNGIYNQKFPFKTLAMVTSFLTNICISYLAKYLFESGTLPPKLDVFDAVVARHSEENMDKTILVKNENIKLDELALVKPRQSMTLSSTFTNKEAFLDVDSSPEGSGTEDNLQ
CHT allo act: allosteric activators of human choline transporter CHT; Q9GZV3; CHT-expressing cells, membrane potential dye, choline EC20; active compounds read high; LV-AA mutant CHT in HEK293 cells; B-score at 10 µM; actives 0.49% (n = 310,000);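 active = initial fluorescence not abnormally high and integrated response B-score, plate-corrected, over 3 SD above library mean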
The depositor's hits bear a star; i = inactive. Not a hit list; any-hit rate near 1.5%.

Order of results – CHT inh	CHT allo act
CCCN1C(=O)C(Cc2nc3ccccc3c(=O)n2C)c2ccccc21 (stereo unspecified)
 : i	i
CC(=O)N(c1ccccc1)c1ccc([N+](=O)[O-])cc1[N+](=O)[O-]
 : i	i
O=C(CCCC(=O)N/N=C/c1ccccc1C(=O)O)N/N=C/c1ccccc1C(=O)O
 : i	i
CCc1ccc(NC(=O)CSc2ccc(-c3ccccn3)nn2)cc1
 : i	i
O=c1c2ccccc2nc(-c2ccccc2)n1Cc1ccco1
 : -6.04*	i
COc1ccc(CC(=O)Nc2nccs2)cc1OC
 : i	i
Cc1[nH]nc(SCC(=O)NC2CCCCC2)c1[N+](=O)[O-]
 : i	i
CCN(CC)S(=O)(=O)c1cccc(NC(=O)c2ccc(Br)cc2)c1
 : i	i
CCN(CC)CCNc1nc(SC)nc2sc3c(c12)CCN(C)C3
 : i	i
COc1ccc(-c2cc(C)no2)cc1S(=O)(=O)N1CCOc2ccccc21
 : i	i
O=C(Nc1cccc(-c2cscn2)c1)C1CCN(Cc2ccsc2)CC1
 : i	i
CCCCSC1=N/C(=C/c2ccsc2)C(=O)N1c1ccccc1
 : i	i
CCc1ccc(C2C(C#N)=C(N)N(N3CCOCC3)C3=C2C(=O)CC(C)(C)C3)s1 (stereo unspecified)
 : i	i
CCCC(=O)Nc1nnc(CC(=O)N2CCCC2)s1
 : i	i
CCOC(=O)C(C)Sc1ncc(-c2ccccc2)cn1 (stereo unspecified)
 : i	i
CCN(CC)CCN(C(=O)c1ccc2ncsc2c1)c1nc2cc3c(cc2s1)OCO3
 : i	i
Cn1c(-c2cccs2)[n+](C)c2ccccc21
 : i	9.79*
COc1cc2ccccc2cc1C(=O)N1CCN(C(C)=O)CC1
 : i	i
CCN=c1scc(-c2ccc3c(c2)NC(=O)CO3)n1N=C1CCCC1
 : i	i
CC1=CC(C)=Nc2ccc(C)cc2N1
 : i	i
O=C(COc1cccc2ccccc12)NNC(=O)c1cnccn1
 : i	i
CCNNC(=O)C(O)(c1cccc(C)c1)c1cccc(C)c1
 : i	i
COc1ccc(OC)c(N(CC(=O)Nc2cccnc2)S(=O)(=O)c2ccc(OC)c(OC)c2)c1
 : i	i
CCOc1ccc(S(=O)(=O)N2CCCC(C(=O)NCc3cccnc3)C2)cc1 (stereo unspecified)
 : i	i
O=C(CC1CCCCC1)NCc1ccccc1
 : i	i
OC(CNCc1ccccc1)(c1ccccc1)c1ccccc1
 : i	i
COc1ccc(NS(=O)(=O)c2csc(C(=O)N3CCCC3)c2)cc1
 : i	i
O=C(Nc1cccc(S(=O)(=O)N2CCCCCC2)c1)C1=COCCO1
 : i	i
Cc1ccccc1C(=O)c1cccn1CC(=O)NC1CCCC(C)C1C (stereo unspecified)
 : i	i
CC(=O)NS(=O)(=O)c1ccc(NC(=O)c2cc3c(=O)n4ccccc4nc3s2)cc1
 : i	i

Fetched one by one from the entries so far, six records:
Order of results – CHT inh	CHT allo act
CCNNC(=O)C(O)(c1cccc(C)c1)c1cccc(C)c1
 : i	i
O=C(Nc1cccc(S(=O)(=O)N2CCCCCC2)c1)C1=COCCO1
 : i	i
COc1ccc(NS(=O)(=O)c2csc(C(=O)N3CCCC3)c2)cc1
 : i	i
COc1ccc(OC)c(N(CC(=O)Nc2cccnc2)S(=O)(=O)c2ccc(OC)c(OC)c2)c1
 : i	i
Cc1ccccc1C(=O)c1cccn1CC(=O)NC1CCCC(C)C1C (stereo unspecified)
 : i	i
CCOc1ccc(S(=O)(=O)N2CCCC(C(=O)NCc3cccnc3)C2)cc1 (stereo unspecified)
 : i	i

Continued:
Order of results – CHT inh	CHT allo act
O=c1[nH]c2ccccc2c(=O)n1Cc1ccco1
 : i	i
CCC1(CC)C(=O)NN(c2ccccc2)C1=O
 : i	i
CC1CCCN(C(=O)c2ccc(NS(=O)(=O)c3cccc([N+](=O)[O-])c3)cc2)C1 (stereo unspecified)
 : i	i
Cc1ccc(Cn2cnc3sc4c(c3c2=O)CCC4)c(C)c1
 : i	i
O=C(Nc1cccc(-c2cn3ccccc3n2)c1)c1ccccc1
 : i	i
COc1ccc(-n2nc(C(=O)NCC(=O)N3CCN(C)CC3)c3ccccc3c2=O)cc1OC
 : i	i
CC(=O)c1ccc(N(C(=O)c2ccco2)C(C(=O)NC2CCCC2)c2ccc(N3CCOCC3)cc2)cc1 (stereo unspecified)
 : i	i
O=C1CC(N2CCC(c3nc4ccccc4o3)CC2)C(=O)N1c1ccc(Cl)c(C(F)(F)F)c1 (stereo unspecified)
 : i	i
CC(=O)CCc1oc2ccc([N+](=O)[O-])cc2c1-c1ccc(C)o1
 : i	i
CN(c1ccc(C(=O)Nc2ccc(S(=O)(=O)N3CCCC3)cc2)cc1)S(C)(=O)=O
 : i	i
CCn1c(SC)nnc1-c1nn(-c2ccccc2)ccc1=O
 : i	i
CCCCN(CC)CCNC(=O)c1cn(CCOC)c(=O)c2c1c1ccccc1n2C
 : i	i
CC12CC(NC(=O)N1c1cccc(C(=O)N3CCN(c4ccccn4)CC3)c1)c1ccccc1O2 (stereo unspecified)
 : i	i
CCOC(=O)N1CCC(NC(=O)c2cc(S(=O)(=O)N3CCc4ccccc43)cn2C)CC1
 : i	i
Cc1ccc(S(=O)(=O)N(CC(=O)N2CCc3ccccc3C2)c2cccc(Cl)c2)cc1
 : i	i
Cc1ccc(SCCC(=O)N2CCOCC2)cc1
 : i	i
O=C(O)Cn1cnc2c(oc3ccccc32)c1=O
 : i	i
O=C1c2ccccc2C(Nc2ccc(Cl)cn2)N1c1ccccn1 (stereo unspecified)
 : i	i
CCCOc1ccc2c(CC)cc(=O)oc2c1C
 : i	i
Cc1ccccc1NS(=O)(=O)c1cccc2nonc12
 : i	i

The results go on.
SMILES | CHT inh | CHT allo act
CC1CCCN(C(=O)Cn2nnc(-c3ccc([N+](=O)[O-])cc3)n2)C1 (stereo unspecified) | i | i
CC(C)[C@H](NC(=O)[C@H](CC(=O)O)NC(=O)[C@H](CCCCN)NC(=O)[C@@H](N)CCCN=C(N)N)C(=O)N[C@@H](Cc1ccc(O)cc1)C(=O)O | i | i
O=C1C2CCCCC2C(=O)N1c1ccc(NC2CCCCC2)c([N+](=O)[O-])c1 (stereo unspecified) | i | i
O=C(Cn1ccc2ccccc2c1=O)NCCC(=O)Nc1cccc(Cl)c1 | i | i
CCOC(=O)c1cc2[nH]c3ccccc3c2[n+](-c2ccc([N+](=O)[O-])cc2)c1C | i | i
COc1ccc(CN2CCn3ncc(C(=O)Nc4ccccc4)c3C2=O)cc1 | i | i
Fc1ccccc1/C=N/Nc1ncnc2ccccc12 | i | i
O=C(NCCN1C(=O)S/C(=C\c2ccc(F)cc2)C1=O)c1cccc(S(=O)(=O)N2CCOCC2)c1 | i | i
COc1ccc(OC)c(NC(=O)CSc2ccc3nnc(-c4ccccn4)n3n2)c1 | i | i
c1ccc2c(CSc3nnc(-c4ccncc4)o3)cccc2c1 | i | i
CCCCCOC(=O)C(C)c1c(C)[nH]c(=S)[nH]c1=O (stereo unspecified) | i | i
Cn1c(=S)[nH]c2c(c1=O)C(C)(C)Cc1ccccc1-2 | i | i
CSCCCN1CCC(n2nccc2NC(=O)CCCc2ccccc2)CC1 | i | i
c1ccc(OCCOCCSc2ncccn2)cc1 | i | i
Cc1cc(Nc2cc(C)on2)n2ncnc2n1 | i | i

Next section, overlapping the part above by two compounds.
SMILES | CHT inh | CHT allo act
c1ccc(OCCOCCSc2ncccn2)cc1 | i | i
Cc1cc(Nc2cc(C)on2)n2ncnc2n1 | i | i
Cc1ccc(F)c([C@H]2C3C=CCC(c4ccccc4)C3C(=O)N2Cc2ccccc2)c1 (stereo partly specified) | i | i
CCCCNC(=S)NNC(=O)c1csc2c1CCC(C)C2 (stereo unspecified) | i | i
O=C(O)C1CCCN1S(=O)(=O)c1ccc2ccccc2c1 (stereo unspecified) | i | i
Cn1c(=O)c2c(nc(-n3ccnc3)n2Cc2ccc([N+](=O)[O-])cc2)n(C)c1=O | i | i
NC(=O)CCS(=O)(=O)CCN1CCCCC1 | i | i
CCCOc1ccc(-c2c(C(=O)N/N=C/c3ccsc3)nnn2-c2nonc2N)cc1 | i | i
COCCNC(=O)c1ccc2c(c1)nc(C)n2-c1cccc(Cl)c1 | i | i
O=C(Nc1ccc2c(c1)CCC2)c1cccc(F)c1 | i | i
CCOc1ccc(-c2c(C(=O)N/N=C/c3ccc(O)cc3)nnn2-c2nonc2N)cc1 | i | i
Cc1cc(Nc2cnc3ccccc3n2)n(-c2ccccc2)n1 | i | i
CSc1ccc(NC(=O)Nc2ccc(C(=O)NCC(=O)O)cc2)cc1 | i | i
CC(Oc1ccc2ccc(=O)oc2c1)C(=O)NC1CCN(Cc2ccccc2)CC1 (stereo unspecified) | i | i
CCN(Cc1nc(-c2ccc(C)cc2)no1)C(=O)c1ccco1 | i | i
Cc1ccc(Nc2c(-c3ccco3)nc3ccccn23)cc1 | i | i
Cc1cccc(NC(=O)CCC(=O)OCc2ccc(Br)cc2)c1 | i | i
CN(C)CCCNC(=O)/C(=C\c1ccc(-c2cccc([N+](=O)[O-])c2)o1)NC(=O)c1ccccc1 | i | i
Cc1cc(NC(=O)C(C)SCC(=O)Nc2nnc(CC(C)C)s2)no1 (stereo unspecified) | i | i
O=C(NCc1ccncc1)C(=O)N/N=C/c1ccccc1OCc1ccccc1 | i | i
Nc1nonc1-c1noc(N2CCCCC2)n1 | i | i
CCn1c(C)cc(/C=C2/SC(=O)N(C(C)C(=O)OC)C2=O)c1C (stereo unspecified) | i | i
Cc1cc(C)c2oc(=O)cc(CN3CCCCC3)c2c1 | i | i
Cc1cc(C)c(NC(=O)CNC(=O)COC(=O)/C=C/c2cccs2)c(C)c1 | i | i
O=C(CN1CCN(C(=O)C2CCCO2)CC1)Nc1ccc(Cl)c(Cl)c1 (stereo unspecified) | i | i
CN(C)C(=O)c1cc(C(=O)c2ccccc2C(F)(F)F)c[nH]1 | i | i
Cc1csc(N/N=C/c2ccccn2)n1 | i | i
CSC1=C(C#N)C(c2ccncc2)C(C(=O)Nc2ccccc2)=C(C)N1 (stereo unspecified) | -5.03* | i
Cc1cc2cc(CN(Cc3ccc4c(c3)OCO4)C(=O)c3cnccn3)c3nnnn3c2cc1C | i | i
O=C(Cn1nc(C(F)F)cc1C(F)F)NNC(=S)Nc1ccc([N+](=O)[O-])cc1 | i | i
COc1ccccc1NC(=O)Cc1csc(NC(=O)c2ccccc2)n1 | i | i
C/C(=N\O)C(C)(C)Nc1ccccc1F | i | i
CCCN1CCC(NC(=O)Nc2ccc([N+](=O)[O-])cc2)CC1 | i | i
NC(=S)Nc1cc(Cl)ccc1Cl | i | i
COc1ccc(N2CCN(C(=O)CCNS(=O)(=O)c3ccc(C)cc3)CC2)cc1 | i | i
NS(=O)(=O)c1ccc(CNC(=O)c2ccc(Br)o2)cc1 | i | i
O=C(Nc1cccc(NC(=O)c2cccc([N+](=O)[O-])c2)n1)c1cccc([N+](=O)[O-])c1 | i | i
Cc1ccc(S(=O)(=O)N2CCN(C(=O)CSc3nnc(-c4ccco4)o3)CC2)cc1 | i | i
COc1cc(-c2nnc(COC(=O)CSc3cc(C)c4ccccc4n3)o2)cc(OC)c1OC | i | i
COc1ccc(-n2ncc3c(N4CCC(C)CC4)ncnc32)cc1 | i | i
COc1cc(C(=O)Nc2nc3ccccc3s2)ccc1OCc1c(C)noc1C | i | i
COc1ccccc1NC(=O)NC1(C(=O)N2CCC(O)CC2)CCCCC1 | i | i
CC(=O)N(CC(=O)O)c1ccccc1 | i | i
COc1ccccc1-c1nc(C#N)c(N2CC(C)CC(C)C2)o1 (stereo unspecified) | i | i
COc1ccc(S(=O)(=O)N2CCCCC2)cc1N(C)S(=O)(=O)c1ccccc1 | i | i
O=C(CCN1C(=O)S/C(=C\c2cccs2)C1=O)Nc1nccs1 | i | i
Cc1ccc2nc(-c3sc4nc(C)cc(C)c4c3N)[nH]c2c1 | i | i
CC(C)OP(=O)(c1ccc(N(C)C)cc1)C(O)c1ccccc1 (stereo unspecified) | i | i
COCc1[nH][nH]c(=O)c1C=Nc1ccc(Cl)cc1 | i | i
CCC1Sc2ccccc2N(CC(=O)NC2CCCCC2)C1=O (stereo unspecified) | i | i
COc1ccc(OC)c(Nc2nc(N)nc(-c3cc4ccccc4o3)n2)c1 | i | i
CCOC(=O)N1CCN(C(=O)c2ccc3c(=O)n(CCc4ccccc4)c(=S)[nH]c3c2)CC1 | i | i
COc1ccc(/C=N/N(C)C2=NS(=O)(=O)c3ccccc32)cc1OC | i | i
COc1ccc(-n2c(C)cc(C=O)c2C)cc1Cl | i | i
COc1cccc(OCCNC(=O)c2cc(OC)c(OC)c(OC)c2)c1 | i | i
O=C(N/N=C/c1sc(N2CCOCC2)nc1-c1ccccc1)c1ccccc1F | i | i
O=c1cc(N2CCCC2)c(-c2ccccc2)n[nH]1 | i | i
O=C(CSc1nnnn1C1CCCC1)Nc1ccc2c(c1)OCO2 | i | i
CCOC(=O)C1CCN(C(=O)COc2ccc(S(=O)(=O)NC(C)(C)C)cc2)CC1 | i | i
Cc1ccc(N2C(=O)C3ON(c4ccccc4)C(CC(C)C)C3C2=O)cc1 (stereo unspecified) | i | i
Cc1noc(C)c1-c1ccc2nc[nH]c(=O)c2c1 | i | i
COC(=O)c1ccc(CSC(=N)N)o1 | i | i

Further structures:
SMILES | CHT inh | CHT allo act
O=[N+]([O-])c1cccc(C=Nc2cc3c(cc2Br)OCCO3)c1 | i | i
COc1ccc(OCC#CCn2ccnc2)cc1 | i | i
O=C(c1cc2cc(Cl)ccc2[nH]1)N1CCN(Cc2ccc3c(c2)OCO3)CC1 | i | i
CCSc1nnc(NC(=O)CSc2nc3c(c(=O)n2-c2ccccc2)SCC3)s1 | i | i
